APJ ag = agonists of human apelin receptor APJ, primary screen, CHO-K1 cells, PathHunter beta-arrestin, luminescence; P35414; 0% DMSO wells, 100% apelin; activation, % at 20 µM; 330,000 compounds, 0.11% hits;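 active = activation more than six SD over the plate average, tested at 20 µM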;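 also: 0% = DMSO alone and 100% = apelin-13 at 10 nM; some results filed as inactive read as strong as hits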
Target sequence (P35414 whole entry, looked up): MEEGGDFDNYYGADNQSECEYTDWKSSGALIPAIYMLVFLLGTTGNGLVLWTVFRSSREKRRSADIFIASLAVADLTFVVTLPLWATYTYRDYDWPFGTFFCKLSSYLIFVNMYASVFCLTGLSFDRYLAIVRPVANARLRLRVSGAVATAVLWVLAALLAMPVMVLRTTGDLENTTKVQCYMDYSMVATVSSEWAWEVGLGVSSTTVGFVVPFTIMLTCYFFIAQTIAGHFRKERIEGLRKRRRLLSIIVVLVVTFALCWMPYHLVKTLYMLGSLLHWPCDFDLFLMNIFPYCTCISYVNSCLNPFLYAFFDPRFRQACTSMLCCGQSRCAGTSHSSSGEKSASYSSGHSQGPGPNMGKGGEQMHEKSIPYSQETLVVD
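Assay system: engineered CHO-K1 APJ arrestin reporter cells; Amount: 1000 CHO-K1 reporter cells seeded per well; Dosing: one dose, 20 µM compound, 1% DMSO; Times: compound stimulation 90 min at 25 °C, detection 60 min; Measured by: luminescent beta-gal fragment complementation, chemiluminescent substrate; Read-out: APJ–arrestin association signal; Controls: DMSO vs Apelin-13 10 nM.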
APJ antagonist = antagonists of human apelin receptor APJ, primary screen, CHO-K1 cells, beta-arrestin complementation, luminescence; inhibition, % at 20 µM; 330,000 compounds, 0.32% hits;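 active = inhibition above about 40% at 20 µM, limit read from the data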;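 also: cells challenged with 10 nM apelin-13 agonist together with compound; plate controls were apelin-13 plus DMSO wells for no effect and DMSO wells lacking apelin-13 for full effect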
CXCR6 inh = CXCR6 receptor inhibitors, primary screen, cell-based, beta-arrestin, luminescence, CHO-K1 PathHunter, 1536-well | 360,000 compounds, 0.36% hits | inhibition, % at 20 µM; in the data active = inhibition above about 34%, passing the limit was not always enough;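 also: antagonist mode with CXCL16 agonist at 10 nM final; 0% = 10 nM CXCL16 with DMSO and 100% = unstimulated wells without agonist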
Target sequence (O00574 whole entry, looked up): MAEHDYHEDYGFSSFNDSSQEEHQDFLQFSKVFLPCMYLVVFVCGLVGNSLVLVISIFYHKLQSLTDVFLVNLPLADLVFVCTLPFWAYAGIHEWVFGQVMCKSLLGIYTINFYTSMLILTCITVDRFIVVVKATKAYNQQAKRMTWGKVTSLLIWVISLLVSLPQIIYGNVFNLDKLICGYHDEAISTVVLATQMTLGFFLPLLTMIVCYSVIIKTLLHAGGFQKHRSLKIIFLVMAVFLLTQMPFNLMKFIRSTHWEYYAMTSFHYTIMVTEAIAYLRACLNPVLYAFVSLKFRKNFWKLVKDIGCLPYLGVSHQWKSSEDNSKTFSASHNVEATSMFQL
TIM10 inh = growth inhibitors of isogenic TIM10 control yeast, primary screen, counter-screen for tim10-1 yeast inhibitor project, luminescence, uHTS. AID 463195, 2010. S. cerevisiae TIM10 strain growth, BacTiter-Glo luminescence, 24 h. inhibition, % at 10 µM. 330,000 compounds, 1.4% hits;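 active = inhibition of 40% or more at the single tested concentration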;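 also: wild-type TIM10 isogenic control strain grown at permissive 25 °C; 0% = DMSO yeast wells and 100% = minimal medium wells without yeast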
XBP1 UPR activ = activators of adaptive XBP1 UPR arm, primary screen, cell-based, CHO-XBP1 luciferase reporter, luminescence, uHTS. IRE1-XBP1 UPR activation; percent of tunicamycin response, DMSO as zero. activation, % at 20 µM. 330,000 compounds, 0.33% hits. AID 463104, 2010;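 active = versus positive control, 20 µM dose yields 30% or more activation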;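 also: 100% = tunicamycin at 10 µg/mL and 0% = DMSO only wells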
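Assay system: CHO-XBP1 luciferase reporter cells; Schedule: 6 h treatment, 37 °C; Detection: glow luminescence from Steady-Glo reagent; Benchmarks: high control tunicamycin 10 µg/mL final, low control DMSO vehicle only.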
tim23-1 inh = growth inhibitors of tim23-1 mutant yeast, primary screen, luminescence, uHTS; S. cerevisiae tim23-1 growth, BacTiter-Glo luminescence, 24 h; inhibition, % at 20 µM; 330,000 compounds, 1.3% hits; AID 463212, 2010;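 active = growth inhibition of the mutant yeast at or above 50%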;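 also: temperature-sensitive mutant grown at 25 °C; plate controls were DMSO-treated mutant yeast for no effect and medium wells lacking yeast for full effect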
CHOP UPR activ = activators of apoptotic CHOP UPR arm, primary screen, cell-based, CHO-CHOP luciferase reporter, luminescence, uHTS; UPR activation; percent of tunicamycin response over DMSO baseline; activation, % at 10 µM; 330,000 compounds, 0.34% hits; AID 449763, 2010;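 active = at 10 µM dose, activation of 40% or more, normalized to positive control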;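 also: 100% = tunicamycin at 10 µg/mL and 0% = DMSO alone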
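Test system: CHO CHOP reporter cells. Input: 500 CHO-CHOP cells per well. Medium: F12 with 10% FBS. Technique: luciferase luminescence. Measure: percent activation relative to tunicamycin control. Dosing: 10 µM compound, 0.5% DMSO. Timing: 16-18 h cell attachment, then 6 h compound exposure, 37 °C.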
Mdm2 MdmX PPI = inhibitors of human Mdm2-MdmX association, primary screen, cell-based, luminescence, split luciferase, SaOS-2, uHTS | SaOS-2 split-luciferase Mdm2/MdmX complementation | inhibition, % at 8 µM | 330,000 compounds, 3% hits;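 active = inhibition of at least 50% at 8 µM in the primary screen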
tim10-1 inh = growth inhibitors of tim10-1 mutant yeast, primary screen, luminescence, uHTS. S. cerevisiae tim10-1 ts strain growth, BacTiter-Glo, 24 h. inhibition, % at 20 µM. 330,000 compounds, 2.2% hits. AID 463190, 2010;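 active = inhibition of at least 40%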;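 also: mutant grown at 25 °C; 0% = DMSO wells with yeast and 100% = wells holding no yeast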
An asterisk follows results filed as active; nt = not tested or not shown.

Fields: CXCR6 inh	CHOP UPR activ	APJ antagonist	XBP1 UPR activ	Mdm2 MdmX PPI	tim23-1 inh	TIM10 inh	tim10-1 inh	APJ ag
#1 O=C(O)c1ccc(CNC(=O)c2ccc(C(F)(F)F)cc2)cc1
 : 8	-0.4	1	-2	-16	-2	3	9	-4
#2 Cc1noc(C)c1C(c1ccccc1)S(=O)(=O)c1ccccc1 (stereo unspecified)
 : -7	1.7	5	0	10	8	15	15	-2
#3 CCOc1ccc(C(=O)c2cnc3ccccc3c2N2CCN(CC)CC2)cc1
 : 4	1.5	9	-3	21	-2	-6	-6	-2
#4 COc1ccc(C(C)NC(=S)NCc2ccc(F)cc2)cc1 (stereo unspecified)
 : -4	4.1	-15	-3	-8	23	10	35	8
#5 COc1cccc(-c2ccc3nnc(SCC(=O)N4CCCC4)n3n2)c1
 : -11	1.7	7	-1	29	12	6	15	3
#6 Cc1ccc(C(=O)NCc2ccc3c(c2)OCO3)cc1Cl
 : 2	2.6	-13	-3	12	24	-17	-6	-2
#7 O=C(c1cnn(-c2ccccc2)c1)c1ccccc1O
 : -2	-0.3	6	0	-151	29	-11	13	-3
#8 O=C(O)CCSc1nnc(-c2cccnc2)n1-c1ccccc1
 : -7	0.0	3	1	17	-3	1	2	-6
#9 O=C(Nc1ccc(N2C(=O)C3C4C=CC(C4)C3C2=O)cc1)Nc1nnc(C(F)(F)F)s1 (stereo unspecified)
 : -7	2.6	-61	3	15	-3	-3	-10	-2
#10 CN(C(=O)COC(=O)c1cc2c(s1)CCCCC2)c1ccccc1
 : -4	2.7	7	-2	18	37	31	39	-1
#11 COc1ccc(/C=N/Nc2nc3ccccc3o2)cc1O
 : -4	-4.9	-1	-3	-41	-28	20	-12	-2
#12 CN(C)S(=O)(=O)c1cccc(CSc2cccc[n+]2[O-])c1
 : -5	-3.3	9	-1	1	11	7	14	2
#13 C=C(C)[C@H]1CC=C(C)/C(=N/NC(=O)CNc2ccccc2OC)C1
 : 2	2.2	5	3	-9	7	10	-8	-5
#14 COc1ccc(-n2cc(CNCCc3cscn3)c(-c3ccccc3Cl)n2)cc1
 : nt	-0.8	-4	0	4	21	5	33	-4
#15 CC(=O)Nc1ccc(S(=O)(=O)N2CN(c3ccc(C)cc3)c3nc4ccccc4nc32)cc1
 : 5	5.5	-5	4	38	38	18	28	2
#16 Cc1csc(=O)n1CCC(=O)OCC(=O)Nc1ncc(Cl)cc1Cl
 : -5	2.7	21	-1	9	12	-8	5	-4
#17 COc1ccc(C)cc1NC(=O)C(NC(=O)c1cc(OC)c(OC)c(OC)c1)C(C)C (stereo unspecified)
 : 2	0.9	-5	-3	17	2	10	10	-1
#18 O=C(COc1ccc(Br)cc1CO)Nc1ccc(S(=O)(=O)N2CCCC2)cc1
 : -4	-1.2	4	-3	16	25	25	37	5
#19 COc1ccc(OCCC(=O)NC2=NCCS2)cc1
 : -4	3.4	3	2	12	13	2	-2	2
#20 Cc1ccc(S(=O)(=O)N2CCSC2C(=O)O)cc1 (stereo unspecified)
 : -2	-3.2	7	0	-10	0	2	8	-1
#21 COc1cc(NC(=S)NC(=O)c2cc(C)cc(C)c2)ccc1NC(=O)c1cccs1
 : 25	-1.6	23	1	17	21	10	16	-7
#22 Cc1cccc(Nc2nnc(SCC(=O)N(C)C3CCS(=O)(=O)C3)s2)c1C (stereo unspecified)
 : -4	-2.9	-13	0	-5	13	-4	3	0
#23 COCCNC(=O)CSc1nc2scc(-c3ccccc3)c2c(=O)[nH]1
 : 0	-0.6	-1	1	22	19	-14	15	0
#24 O=C(COC(=O)Cc1ccc(Br)cc1)NCc1cccs1
 : 6	-0.8	-4	-2	-22	3	-22	16	-1
#25 COC(=O)c1sc(NC(=O)COc2cccc3ccccc23)nc1C
 : 5	-1.4	6	3	2	3	18	1	8
#26 Cc1ccc(S(=O)(=O)C2(C(=O)N3CCN(C4CCCCC4)CC3)CC2)cc1
 : 1	0.7	30	-2	9	8	1	1	0
#27 O=C(OCC(=O)N1N=C(c2ccc(Cl)cc2)CC1c1ccco1)c1cncc(Br)c1 (stereo unspecified)
 : -4	2.2	8	-1	-10	42	15	23	0
#28 O=C(Nc1cccc(S(=O)(=O)N2CCCCC2)c1)c1ccccc1NS(=O)(=O)c1ccc(F)cc1
 : 3	-1.2	11	6	89*	4	12	14	-1
#29 CC(C)c1nnc(NC(=O)c2cc3cc(Br)ccc3oc2=O)s1
 : 16	1.8	5	2	19	16	-11	-6	-1
#30 COc1cccc(OC)c1NC(=O)C1CCCN1C(=O)Nc1cccc(Cl)c1 (stereo unspecified)
 : 2	0.9	-1	-4	2	0	-12	7	-3

Structural class: the entries above with a COOH group.
Fields: CXCR6 inh	CHOP UPR activ	APJ antagonist	XBP1 UPR activ	Mdm2 MdmX PPI	tim23-1 inh	TIM10 inh	tim10-1 inh	APJ ag
#1 O=C(O)c1ccc(CNC(=O)c2ccc(C(F)(F)F)cc2)cc1
 : 8	-0.4	1	-2	-16	-2	3	9	-4
#8 O=C(O)CCSc1nnc(-c2cccnc2)n1-c1ccccc1
 : -7	0.0	3	1	17	-3	1	2	-6
#20 Cc1ccc(S(=O)(=O)N2CCSC2C(=O)O)cc1 (stereo unspecified)
 : -2	-3.2	7	0	-10	0	2	8	-1

Next part:
Fields: CXCR6 inh	CHOP UPR activ	APJ antagonist	XBP1 UPR activ	Mdm2 MdmX PPI	tim23-1 inh	TIM10 inh	tim10-1 inh	APJ ag
#31 COC(=O)c1ccc(NC(=O)CSc2nc(C)cc(=O)[nH]2)cc1
 : 2	1.0	-13	2	13	-5	-5	3	-2
#32 Cc1ccc(S(=O)(=O)Nc2cccc(-n3cnnn3)c2)cc1C(=O)O
 : -6	1.3	-16	-3	9	-3	16	6	7
#33 CC1CCN(C(=O)C2CCC(=O)N(Cc3ccc(Cl)cc3)C2)CC1 (stereo unspecified)
 : 4	0.4	-6	-3	3	15	4	25	-4
#34 COc1ccccc1C(=O)OCC(=O)c1ccc(CNC(C)=O)s1
 : 0	1.6	-5	-2	8	-10	2	7	-2
#35 CS(=O)(=O)c1ccc2nc(NC(=O)c3ccc(S(=O)(=O)NCC4CCCO4)cc3)sc2c1 (stereo unspecified)
 : 7	0.1	3	-2	-2	10	-4	3	-3
#36 N#CCC(CNc1ncc(C(F)(F)F)cc1Cl)OC(=O)c1cccc(C(F)(F)F)c1 (stereo unspecified)
 : 0	-1.9	7	0	7	23	33	42*	-4
#37 CNCC(=O)Nc1ccc(OC(F)(F)F)cc1
 : -11	-1.2	14	2	-34	17	-9	3	-2
#38 Cc1nn(CC(=O)N2CCC(C(N)=O)CC2)c(=O)c2nn(-c3ccccc3)c(C)c12
 : -3	0.8	7	-5	-1	-3	-4	-4	5
#39 CCS(=O)(=O)Nc1cccc(C2=NN(S(=O)(=O)c3ccc(C)cc3)C(c3cccs3)C2)c1 (stereo unspecified)
 : 10	0.8	16	-2	16	12	8	4	-4
#40 COc1ccccc1/C=C/CN1CCNC(=O)C1CC(=O)NCCc1cnccn1 (stereo unspecified)
 : 1	3.2	20	-6	32	10	12	1	1
#41 O=S(=O)(Nc1nccs1)c1ccc(NCc2cc(Br)cc(Br)c2O)cc1
 : 9	-0.9	2	-3	14	29	7	-3	-2
#42 O=C(c1ccc(CNS(=O)(=O)c2cccc(C(F)(F)F)c2)cc1)N1CCOCC1
 : 10	0.1	-19	3	5	1	10	11	0
#43 CC(NC(c1ccccc1)c1ccccc1)C(=O)N1CCCc2ccccc21 (stereo unspecified)
 : 8	0.1	4	-5	-20	38	7	10	-4
#44 CC(C)(C)[C@H]1COC(=O)[C@H](NC(=O)OCC2c3ccccc3-c3ccccc32)C/C=C\C[C@@H](CC(=O)N(CCO)Cc2ccccc2)C(=O)N1
 : 9	2.4	9	-2	22	12	-2	29	2
#45 CCn1c(SCC(=O)n2c(C)c(C)c3ccccc32)nnc1-c1ccco1
 : 3	0.2	5	-2	-25	16	7	15	6
#46 CSc1nsc(SCC(=O)NC2CCCCC2)n1
 : 3	6.8	2	0	20	14	8	7	-2
#47 Cc1ccc(SCC(=O)Nc2ccc(N3CCN(c4ccccc4)CC3)c(F)c2)cc1
 : 2	-1.4	4	1	12	-10	13	4	0
#48 CCOc1ccc(CN2CCNC(=O)C2CC(=O)NC2CCOCC2)cc1 (stereo unspecified)
 : -3	1.8	-3	-4	6	8	10	10	0
#49 COc1ccccc1CNC(=O)COC(=O)CCC(=O)c1cccs1
 : -2	1.1	4	-2	1	-1	17	27	6
#50 CCOC(=O)c1sc(=S)n(C)c1NC(=O)c1cccc(Br)c1
 : 6	-0.6	-5	-1	17	40	12	14	-6
#51 COc1ccccc1NS(=O)(=O)c1ccc2oc(N)nc2c1
 : -6	1.5	11	4	-14	0	11	3	0
#52 O=C(NNS(=O)(=O)c1ccc(F)cc1)c1ccccc1F
 : -26	-0.2	-3	-5	-2	12	6	9	0

Just TIM10 inh (7 entries from above):
no. | canonical_smiles | TIM10 inh
46 | CSc1nsc(SCC(=O)NC2CCCCC2)n1 | 8
47 | Cc1ccc(SCC(=O)Nc2ccc(N3CCN(c4ccccc4)CC3)c(F)c2)cc1 | 13
48 | CCOc1ccc(CN2CCNC(=O)C2CC(=O)NC2CCOCC2)cc1 (stereo unspecified) | 10
49 | COc1ccccc1CNC(=O)COC(=O)CCC(=O)c1cccs1 | 17
50 | CCOC(=O)c1sc(=S)n(C)c1NC(=O)c1cccc(Br)c1 | 12
51 | COc1ccccc1NS(=O)(=O)c1ccc2oc(N)nc2c1 | 11
52 | O=C(NNS(=O)(=O)c1ccc(F)cc1)c1ccccc1F | 6

Screening data from PubChem.

Not all compounds are listed; rates above refer to the full screens.
